RAD54 inh: RAD54 (human) branch migration inhibition | RAD54 Holliday junction branch migration, FAM/BHQ fluorescence | inhibition, % at 10.4 µM | 360,000 compounds, 0.14% hits | AID 602329;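 active means mean normalized replicate activity at least 40 and at least half of replicates scoring 40 or more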;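 further: 0% = median of neutral control wells and 100% = median of positive control wells; inhibitors cause a drop in the FAM fluorescence signal; in these data hits start at about 50%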
E-selectin induc: induces E-selectin expression in human endothelial cells | P16581 | HUVEC E-selectin immunofluorescence imaging; normalized: neutral wells 0, TNF-alpha wells 100 | activation, % at 7.58 µM | 260,000 compounds, 0.37% hits;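 active means mean E-selectin-positive cell signal at least 10% of the positive control, reached in at least 60% of replicates, without over 20% cell loss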;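 further: in these data hits start at about 27%; measured in HUVEC primary endothelial cells; signal is the percent of cells scored E-selectin positive by PE staining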
Target sequence (P16581 whole entry, looked up): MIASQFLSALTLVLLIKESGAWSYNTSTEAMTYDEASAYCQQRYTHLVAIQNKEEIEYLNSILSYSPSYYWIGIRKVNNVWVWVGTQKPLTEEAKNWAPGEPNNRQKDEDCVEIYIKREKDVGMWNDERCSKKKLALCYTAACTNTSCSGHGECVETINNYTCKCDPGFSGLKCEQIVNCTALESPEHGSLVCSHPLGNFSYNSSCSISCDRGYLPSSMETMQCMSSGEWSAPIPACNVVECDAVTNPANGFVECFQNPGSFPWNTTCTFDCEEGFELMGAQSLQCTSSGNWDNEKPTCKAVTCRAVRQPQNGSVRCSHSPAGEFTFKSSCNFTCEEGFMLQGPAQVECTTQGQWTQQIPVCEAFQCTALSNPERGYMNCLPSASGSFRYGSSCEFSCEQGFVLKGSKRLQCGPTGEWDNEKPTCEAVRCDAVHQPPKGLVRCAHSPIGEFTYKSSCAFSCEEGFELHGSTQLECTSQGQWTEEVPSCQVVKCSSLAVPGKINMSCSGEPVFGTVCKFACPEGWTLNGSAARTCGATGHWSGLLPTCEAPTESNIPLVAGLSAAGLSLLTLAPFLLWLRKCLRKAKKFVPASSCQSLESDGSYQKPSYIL
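Read-out basis: % PE-positive cells; Test system: HUVEC primary endothelial cells; Technique: immunofluorescence imaging; Dosing: single-point compound dose.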
miR-122 sensor: miR-122 inhibition in Huh7 cells. Huh7 miR-122 Renilla luciferase sensor, 48 h; neutral wells = 0, positive control = 100. activation (reporter increase), % at 12.5 µM. AID 602342. 340,000 compounds, 0.3% hits;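 active means mean replicate activation score at least 90 and every replicate individually at or above 90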;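 further: higher luciferase means less miR-122 activity so hits act as miR-122 inhibitors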
Cneo AK release: Cryptococcus neoformans lysis via adenylate kinase release | 360,000 compounds, 0.2% hits | AID 651654 | C. neoformans lysis, adenylate kinase release luminescence, 4 h; normalised: neutral wells 0, clomiphene wells 100 | lysis activity, % at 15 µM;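 active means mean lysis activity across replicates of at least 80%, whatever share of replicates individually reach that level; inactive means mean lysis activity below 80%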
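Assay system: log-phase C. neoformans yeast / Quantity: yeast cell density of 5 × 10^6 cells/mL / Medium: fresh YPD growth medium / Compound: single dose / Timing: static 4 h at 37 °C with compound, 1 h detection / Measured by: adenylate kinase release luminescence / Read-out: lysis from increased AK signal / Benchmarks: Clomiphene as positive lysis control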
ERAP1 inh: inhibitors of human ERAP1 aminopeptidase; Q9NZ08; recombinant ERAP1, Leu-AMC fluorescence, 60 min; inhibition, % at 10.7 µM; 340,000 compounds, 0.15% hits; AID 652197;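 active means mean replicate inhibition of at least 30%, or all replicates individually reaching that 30% level; inactive means mean below 30% and not every replicate reaching it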;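 further: 0% = neutral control wells and 100% = L-leucinethiol positive control wells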
PGC1a acetyl inh: modulators of PGC1a acetylation | 350,000 compounds, 0.17% hits | U2OS PGC1a acetylation, AlphaScreen anti-acetyl-lysine; with virally co-expressed GCN5 acetyltransferase | inhibition, % at 15.6 µM;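 active means every replicate shows inhibition of at least 40%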;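 further: 0% = neutral control wells and 100% = positive control wells; some results beyond the cut were filed as inactive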
RAD52 anneal inh: RAD52 (human) annealing inhibition; inhibition, % at 18.7 µM; recombinant RAD52 DNA annealing, FRET fluorescence; P43351; AID 651710; 360,000 compounds, 0.46% hits;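 active means every replicate showing at least 50% inhibition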
Target sequence (P43351 whole entry, looked up): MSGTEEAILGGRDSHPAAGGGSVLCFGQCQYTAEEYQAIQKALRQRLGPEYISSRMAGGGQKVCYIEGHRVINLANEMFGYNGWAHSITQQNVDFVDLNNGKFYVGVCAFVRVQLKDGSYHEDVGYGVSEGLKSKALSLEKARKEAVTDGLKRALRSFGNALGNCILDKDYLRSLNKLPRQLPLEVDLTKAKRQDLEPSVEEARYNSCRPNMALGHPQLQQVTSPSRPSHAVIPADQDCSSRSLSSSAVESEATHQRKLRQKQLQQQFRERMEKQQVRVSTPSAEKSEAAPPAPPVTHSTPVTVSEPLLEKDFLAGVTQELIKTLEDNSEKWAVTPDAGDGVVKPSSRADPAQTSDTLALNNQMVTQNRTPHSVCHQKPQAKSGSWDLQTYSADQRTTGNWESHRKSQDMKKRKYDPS
PglD inh: inhibitors of Campylobacter jejuni PglD acetyltransferase | purified PglD enzyme, DTNB colorimetric CoA detection | 360,000 compounds, 0.098% hits | inhibition, % at 12.5 µM; in the data active means inhibition above about 16%, passing the limit was not always enough; further: strong numbers were not always called active
Active calls of the source: *; . = not tested or not shown; [ ] = dose if it differs, or a comment.

cpd	Structure	RAD54 inh	E-selectin induc	miR-122 sensor	Cneo AK release	ERAP1 inh	PGC1a acetyl inh	RAD52 anneal inh	PglD inh
1	Cc1nnc(NC(=O)C2CCCN(S(=O)(=O)c3ccccc3C(F)(F)F)C2)s1 (configuration not stated)	-12	.	3	1	.	-18	.	-1
2	CCOC(=O)c1ccc(Nc2cc3ccccc3c(=O)[nH]2)cc1	-7	0.2	0	0	-3	48	-13	-5
3	CC1CCC(NC(=O)COC(=O)c2n[nH]c(=O)c3ccccc23)CC1 (configuration not stated)	-5	0.5	-5	2	-2	.	4	2
4	Cc1cc(C)n(-c2nc3ccccc3c(=O)n2OCC(=O)N(C)C)n1	9	.	0	-2	.	8	.	0
5	Cc1ccc(C)c(OCc2cc(C(=O)N3CCc4sccc4C3)no2)c1	-2	.	0	1	3	.	-2	2
6	CN(Cc1ccccc1)C(=O)c1[nH]cnc1C(=O)Nc1ccc(Br)cc1F	-5	0.1	5	-3	7	.	4	0
7	CN(C)C(=O)[C@@H]1[C@@H](CO)[C@@H]2Cn3c(ccc(-c4cccnc4)c3=O)[C@@H]2N1Cc1ccccc1F	8	-0.2	-1[16.7 µM]	-1	2	-5	-4	-1
8	O=C(N[C@@H](c1ccccc1)[C@H](O)c1ccccc1)[C@@H]1CCCN1C(=O)OCc1ccccc1	0	-0.2	.	3	1	.	0	-2
9	O=C(O)C[C@H]1C[C@H]2c3cc(NS(=O)(=O)c4ccc(F)cc4)ccc3O[C@H]2[C@H](CO)O1	.	-0.5	.	.	-1	8	-3	.
10	O=[N+]([O-])c1ccc(S(=O)(=O)NCCCc2ccccc2)cc1	-1	.	-5	-1	9	-13	-8	0
11	O=CNc1cc(-c2ccoc2)cn2c(-c3ccc(F)cc3)cnc12	1	0.4	3	-2	10	7	-23	-3
12	CCOc1ccc(-c2cc(C(=O)N/N=C(\C)c3cccnc3)c3ccccc3n2)cc1	-6	-0.3	-1	-10	-5	11	-28	-6
13	COC(CN(C)C(=O)c1cn(C)c2ccc(S(=O)(=O)N(C)C3CCCCC3)cc2c1=O)OC	5	.	-11	0	13	6	-13	-1
14	CC(C)C(=O)NC(=S)N1CCc2ccccc21	-2	0.0	-4	2	.	.	.	-2
15	CCC(C)Sc1nc2c(cnn2-c2ccc(F)cc2)c(=O)[nH]1 (configuration not stated)	-7	.	7	11	-5	9	-2	4
16	O=C(Nc1ccc(OCC(F)(F)C(F)F)c(C(F)(F)F)c1)c1ccccc1O	2	.	-7	-8	.	-13	.	7
17	CN(C(=O)COC(=O)c1cc(S(=O)(=O)N2CCOCC2)ccc1Cl)C1CCS(=O)(=O)C1 (configuration not stated)	4	.	.	0	-1	.	1	-3
18	CCc1nnc(NC(=O)CSc2nnc(COc3ccc(C)cc3)n2-c2ccccc2)s1	-13	.	0	-2	.	0	.	-8
19	O=c1[nH]c(C2CCCN(S(=O)(=O)c3cccc(F)c3)C2)nc2c1nnn2Cc1ccccc1 (configuration not stated)	2	.	-3	0	-1	-6	6	5
20	COc1ccc(S(=O)(=O)N2CCCCC2c2cc(C(=O)Nc3ccccc3)no2)cc1 (configuration not stated)	5	0.0	1	7	-4	-23	-8	-1
21	CC(=O)N(C)C[C@@H]1Oc2ncc(C#CC(C)(C)O)cc2C(=O)N([C@@H](C)CO)C[C@H]1C	-10	0.3	-5[16.7 µM]	-4	2	-1	14	0
22	Cc1ccc(S(=O)(=O)NCC(=O)NCC(=O)N2CCN(c3ncccn3)CC2)cc1C	3	-0.7	-13	0	.	-4	-17	0
23	COc1cc2cc(c1Cl)N(C)C(=O)CC(OC(=O)C(C)N(C)C(C)=O)C1(C)OC1C(C)C1CC(O)(NC(=O)O1)C(OC)C=CC=C(C)C2 (configuration not stated)	.	0.1	55	.	-2	-27	-8	.
24	C=CCNC(=O)CN1C(=O)CSc2ccc(S(=O)(=O)N3CCOCC3)cc21	10	-0.2	-1	0	-1	5	-4	-4
25	NC(=O)CC(NC(=O)Cc1cccc2ccccc12)c1ccc(NCCCN2CCCC2=O)c([N+](=O)[O-])c1 (configuration not stated)	-5	0.2	.	-2	.	.	-7	-2
26	CCOC(=O)N1CCN(CC(c2ccccc2)c2ccccc2)CC1	-1	0.4	-2	-2	0	-7	-14	-5
27	Clc1ccccc1-c1nnc2sc(CCc3ccccc3)nn12	-6	.	0	-2	1	-3	-2	4
28	CCc1nc2ccc(C(=O)NCCCn3ccnc3)cn2c1N(CC)C(=O)NCCc1ccccc1	-4	-0.8	-9	1	-2	.	-13	-4
29	O=C(Cn1ncc(N2CCCC2)c(Cl)c1=O)c1ccc(Cl)cc1	.	-0.7	10	.	-4	.	-4	.
30	C[C@H](CO)N1C[C@H](C)[C@@H](CN(C)S(C)(=O)=O)Oc2ncc(-c3ccc(F)cc3)cc2C1=O	0	-0.2	-1[16.7 µM]	-1	3	-1	-10	1

Profiles, quoted from the list. Values in the order: RAD54 inh | E-selectin induc | miR-122 sensor | Cneo AK release | ERAP1 inh | PGC1a acetyl inh | RAD52 anneal inh | PglD inh
`CCc1nc2ccc(C(=O)NCCCn3ccnc3)cn2c1N(CC)C(=O)NCCc1ccccc1` is entered as -4 | -0.8 | -9 | 1 | -2 | . | -13 | -4
`O=C(Nc1ccc(OCC(F)(F)C(F)F)c(C(F)(F)F)c1)c1ccccc1O` is entered as 2 | . | -7 | -8 | . | -13 | . | 7
`C[C@H](CO)N1C[C@H](C)[C@@H](CN(C)S(C)(=O)=O)Oc2ncc(-c3ccc(F)cc3)cc2C1=O` is entered as 0 | -0.2 | -1[16.7 µM] | -1 | 3 | -1 | -10 | 1
`CN(C(=O)COC(=O)c1cc(S(=O)(=O)N2CCOCC2)ccc1Cl)C1CCS(=O)(=O)C1` (configuration not stated) is entered as 4 | . | . | 0 | -1 | . | 1 | -3

Following part.
cpd	Structure	RAD54 inh	E-selectin induc	miR-122 sensor	Cneo AK release	ERAP1 inh	PGC1a acetyl inh	RAD52 anneal inh	PglD inh
31	Fc1ccccc1C1c2[nH]c3ccccc3c2CCN1CCCn1cccn1 (configuration not stated)	.	.	7	.	-6	-23	-27	.
32	O=S(=O)(NCC[C@H]1CC[C@H](NS(=O)(=O)c2cccc(F)c2)[C@@H](CO)O1)c1cccc(F)c1	.	-0.4	.	.	-1	7	5	.
33	COc1ccc(-c2cc(-c3ccccc3)nc3ncnn23)cc1	2	.	-5	0	7	10	-2	0
34	COc1ccccc1NC(=S)NNC(=O)c1c(Cl)c(C)nn1C	-7	.	21	-4	.	9	.	2
35	COc1ccc(C(=O)O)cc1S(=O)(=O)NCCN(C)C	-2	0.2	-10	3	.	7	9	1
36	O=C1CCN(C(=S)NCc2ccccc2)CC1	1	5.0	-5	0	2	7	-19	2
37	CCN(CC)CCNC(=O)CNC(=O)c1nn(-c2ccc(OC)cc2)c(=O)c2ccccc12	-2	0.0	-5	0	-4	5	-6	7
38	CN(C)S(=O)(=O)c1cccc(-c2cn3cc(Cl)ccc3n2)c1	-6	.	-4	0	.	4	.	6
39	COc1ccc(C(C(=O)NCCC(C)C)N(CCO)C(=O)c2snc(C(N)=O)c2N)cc1 (configuration not stated)	-5	.	7	0	3	-14	-5	10
40	CCOc1ncccc1C(=O)OC(C)C(=O)NC1CCCCC1 (configuration not stated)	1	-0.3	-11	-1	1	5	3	-3
41	OC1(c2cccc(C(F)(F)F)c2)CCNCC1	-11	.	-4	0	.	-8	.	-1
42	Cc1onc(-c2ccccc2)c1-c1nc2cc(Cl)ccc2c(=O)o1	-15	.	2	-1	3	9	-8	3
43	O=C(NC1CCCCC1)N1CC2(C1)[C@H](c1ccccc1)[C@@H](CO)N2CC1CCOCC1	.	0.0	.	.	2	0	-12	.
44	Cc1ccc(NC(=O)Cn2c(O)c(N=NC(N)=S)c3ccccc32)cc1	2	0.1	6	2	1	0	-8	-5
45	COc1cccc(S(=O)(=O)N[C@@H]2CC[C@H](CCN)O[C@H]2CO)c1	-2	0.0	.	-5	2	-1	-7	0
46	Cc1ccc(C(=O)NC(=S)NCCN2CCOCC2)cc1	-2	.	-1	-3	-1	1	-11	-8
47	CC[C@@H](C)[C@@H]1CN([C@@H](CN2CCC[C@H]2CN2C(N)=NC[C@H]2CC(C)C)C(C)C)C(=N)N1CCCC1CCCC1	20	-0.5	-3	-1	2	10	21	-2
48	O=C(O)/C=C/C(=O)N1CCN(S(=O)(=O)c2cc(C(F)(F)F)ccc2Cl)CC1	.	0.0	.	.	1	11	-9	.
49	CC(C)C(=O)Nc1cccc(NC(=S)NC(=O)c2ccc3c(c2)OCO3)c1	10	-0.1	.	-3	1	.	6	10
50	N#C[C@H]1[C@H](c2ccccc2C2=CCCC2)[C@@H](CO)N1C(=O)NC1CCCCC1	.	0.1	.	.	0	-7	-6	.
51	O=C(CCCc1nc(-c2ccccc2Cl)no1)N1CCOCC1	.	.	2	.	0	7	-5	.
52	O=C(c1ccc2c(c1)[nH]c(=S)n1c3ccccc3nc21)N1CCN(c2cccc(Cl)c2)CC1	7	-1.5	4	7	-2	4	-3	4
53	CC1CCCC(C(=O)O)N1C(=O)CCS (configuration not stated)	4	.	-16	0	.	0	.	0
54	CC1=C(C(=O)NC2CCCc3c2cnn3-c2cc(F)cc(F)c2)OCCO1 (configuration not stated)	2	-0.7	.	3	0	.	-2	1
55	O=C(Nc1ccc2c(c1)CCC2)c1cccs1	-3	-2.5	.	-3	-2	-11	-4	3
56	COc1ccc2[nH]cc(C(=O)CN3CCCC(C)(C)C3)c2c1	2	0.2	2	1	-3	27	-10	0
57	CC=CCn1c(SCc2ccccc2)nc2c1c(=O)[nH]c(=O)n2C	9	0.9	-6	-1	.	-10	-11	-4
58	CC(C)=CCCC1=CCC2C(=O)NNC(=O)C2C1 (configuration not stated)	3	.	1	-3	.	1	.	-3
59	CC1(C)C(=O)C2(CCCCC2)C(=O)OC1c1cccs1 (configuration not stated)	-2	.	-8	-1	.	-20	.	-4
60	CC(NC(=O)CN1C(=O)NC(C)(c2cccc3ccccc23)C1=O)c1ccccc1 (configuration not stated)	-20	0.3	.	3	-2	.	-1	-3
61	CCCCNc1c(C(=O)OCC)c(C)nc2c1cnn2CC	1	-0.2	-4	0	-3	.	7	0
62	Cc1noc(C)c1NC(=O)N(C)C[C@H]1Oc2ccc(NC(=O)Cc3cn(C)c4ccccc34)cc2CC(=O)N([C@H](C)CO)C[C@H]1C	17	0.7	18[16.7 µM]	-2	-9	4	4	3
63	CC1(C)CC(=O)C2=C(C1)N(c1ccc(F)cc1)C(=O)CC2c1ccsc1 (configuration not stated)	2	0.0	2	-1	-2	-2	-5	5
